Screening results from PubChem BioAssay.
BLM inh = blocks DNA unwinding by human BLM helicase; P54132; recombinant BLM DNA unwinding, fluorescence dequenching; Potency, µM (top dose mostly 56.1 µM), for the others: at the top dose activity change, negative = inhibition, usual class: inhibitors; 350,000 compounds, 0.2% hits;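 further: potency means the concentration at half of the fitted maximal effect; plate controls were vehicle for no effect and no enzyme for full effect; nearly all actives have a fitted effect of over 35% in size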
Target sequence (P54132 whole entry, looked up): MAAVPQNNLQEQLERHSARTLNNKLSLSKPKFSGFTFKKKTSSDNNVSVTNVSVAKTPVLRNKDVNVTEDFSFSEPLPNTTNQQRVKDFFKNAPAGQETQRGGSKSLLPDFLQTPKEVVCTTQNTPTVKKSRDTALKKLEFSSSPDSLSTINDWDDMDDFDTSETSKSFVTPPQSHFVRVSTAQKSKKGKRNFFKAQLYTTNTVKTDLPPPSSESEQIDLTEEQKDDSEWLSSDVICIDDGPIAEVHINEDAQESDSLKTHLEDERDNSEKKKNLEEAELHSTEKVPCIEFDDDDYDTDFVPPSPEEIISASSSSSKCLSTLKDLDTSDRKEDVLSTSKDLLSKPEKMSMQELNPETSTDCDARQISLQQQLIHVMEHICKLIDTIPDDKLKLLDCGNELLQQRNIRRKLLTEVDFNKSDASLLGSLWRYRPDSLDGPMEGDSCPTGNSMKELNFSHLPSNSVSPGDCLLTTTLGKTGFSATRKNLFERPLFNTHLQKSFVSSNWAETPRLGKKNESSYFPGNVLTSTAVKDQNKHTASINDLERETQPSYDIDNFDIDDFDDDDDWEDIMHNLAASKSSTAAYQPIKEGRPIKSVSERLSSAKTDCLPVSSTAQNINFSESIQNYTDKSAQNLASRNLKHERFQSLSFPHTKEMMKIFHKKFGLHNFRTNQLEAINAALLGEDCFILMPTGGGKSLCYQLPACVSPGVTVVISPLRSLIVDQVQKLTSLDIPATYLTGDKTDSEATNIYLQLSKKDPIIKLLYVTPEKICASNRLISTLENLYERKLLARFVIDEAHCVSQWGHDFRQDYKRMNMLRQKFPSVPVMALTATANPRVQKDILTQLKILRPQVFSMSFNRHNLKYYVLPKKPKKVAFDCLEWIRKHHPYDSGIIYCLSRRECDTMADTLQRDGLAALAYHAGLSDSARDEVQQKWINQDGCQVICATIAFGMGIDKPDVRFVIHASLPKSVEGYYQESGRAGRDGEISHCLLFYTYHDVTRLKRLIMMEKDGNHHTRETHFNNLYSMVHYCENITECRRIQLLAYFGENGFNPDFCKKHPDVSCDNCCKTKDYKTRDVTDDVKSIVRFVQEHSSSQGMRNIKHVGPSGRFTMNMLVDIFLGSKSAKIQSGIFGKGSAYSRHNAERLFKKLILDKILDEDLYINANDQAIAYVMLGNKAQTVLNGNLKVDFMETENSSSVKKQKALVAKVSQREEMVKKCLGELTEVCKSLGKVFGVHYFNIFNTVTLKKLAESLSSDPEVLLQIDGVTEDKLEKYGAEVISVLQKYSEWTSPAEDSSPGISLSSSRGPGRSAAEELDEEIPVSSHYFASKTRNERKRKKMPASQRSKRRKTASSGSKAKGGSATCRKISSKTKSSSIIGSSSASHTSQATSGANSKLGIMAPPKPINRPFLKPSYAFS
ERG-DNA inh = ERG Ets/DNA interaction inhibition; Potency, µM (series often up to 76.9 µM), inactives show at the highest dose FP activity, negative = inhibition, hits mostly inhibitors; P11308; fluorescence polarization, His-ERG Ets domain / labelled DNA; 370,000 compounds, 0.028% hits; active means well fitted inhibition curve with a large enough effect in the polarisation, with a control signal flat; inconclusive means small, poorly fitted or top-dose-only effect, or effect the other way, or a change in a side signal; inactive means no such curve, though single readings can be large or run the other way; the % refers to the polarisation;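 further: polarization taken with two DNA probes labelled with fluorescein and Texas red; potency means the concentration at half of the fitted maximal effect; % of control where 0% means no effect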
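His-tagged ERG Ets domain (1 uM in the protein solution; 300mM KCl, 50mM Tris-HCl, 1mM EDTA, 1mM DTT, pH 7.5) received compound, then a probe mix of 5 nM fluorescein-DNA and 100nM Texas-615-DNA. Fluorescence polarization was read for both dyes.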
Pol iota inh = inhibitors of human DNA polymerase iota | Pol iota fluorescent replication assay, 10 min | Potency, µM (titrated, usually from 115 µM), inactives show top-dose activity, negative = inhibition, hits mostly inhibitors | 390,000 compounds, 1% hits | AID 588590; further: potency means the concentration at half of the fitted maximal effect
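Fluorescent replication assay read twice, at 0 min and 10 min after adding 50 nM (final) substrate. Enzyme (10 nM) and compounds were first incubated 15 min at room temperature; enzyme-free buffer wells were negative controls.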
Pol beta inh = inhibitors of human DNA polymerase beta. Potency, µM (titrated, usually from 114 µM), without a hit: at the highest dose activity change, negative = inhibition, usual class: inhibitors. AID 485314. P06746. 340,000 compounds, 1.3% hits. Pol beta primer extension/strand displacement, fluorescence kinetic; further: potency means the concentration at half of the fitted maximal effect; on the % scale 0 is the no-effect control and ±100 the full control effect
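10 nM enzyme + cpd, 15 min RT; start with substrate 50 nM final; read 0 min and after 10 min RT. Corrected, normalized data; 4-parameter Hill curve fit.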
Apoferritin bind = binds horse apoferritin like a general anesthetic; P02791; apoferritin/1-aminoanthracene competitive binding, fluorescence; Potency, µM (doses to about 77.5 µM), inactives show top-dose activity change, negative = displacement, most hits filed as inhibitors; 350,000 compounds, 0.074% hits; further: potency means the concentration at half of the fitted maximal effect; on the % scale 0 is the no-effect control and ±100 the full control effect; nearly all actives have a fitted effect of over 20% in size
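Steps: apoferritin (10 uM) was premixed with half-saturated 1-AMA in PBS, compounds were pin-transferred, plates stood 10 min at room temperature, fluorescence was read at 380/535 nm, and curves were fitted with a Hill equation.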
APE1 inh = APE1 (human) endonuclease inhibition; AID 2517; Potency, µM (series often up to 65.8 µM), for inactives: at the highest dose activity change, negative = inhibition, usual class: inhibitors; 350,000 compounds, 0.35% hits; recombinant APE1, TAMRA/BHQ-2 abasic DNA cleavage fluorescence;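 further: potency means the concentration at half of the fitted maximal effect; plate controls were vehicle for no effect and reference inhibitor for full effect; nearly all actives have a fitted effect of over 55% in size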
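Substrate: short duplex with […] THF abasic site, 5'-TAMRA and 3'-BHQ-2, 50 nM final. APE1 at 0.75 nM, preincubated 15 min RT with compound. Fluorescence increase from first to third read measured activity.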
POLK inh = inhibitors of human DNA polymerase kappa; 400,000 compounds, 0.53% hits; AID 588579; Q9UBT6; Potency, µM (doses to about 107 µM), for the others: at the top dose activity, negative = inhibition, usual class: inhibitors; purified Pol kappa, fluorescent DNA synthesis assay, 10 min; further: potency means the concentration at half of the fitted maximal effect; on the % scale 0 is the no-effect control and ±100 the full control effect
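50 nM final substrate added after 15 min RT preincubation of 10 nM Pol kappa with compound; fluorescence read at 0 and 10 min.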
TRHR ag = TRH receptor (human) agonism | P34981 | TRHR cells, calcium flux fluo-8, FDSS agonist mode | activation, % at 2 µM | 360,000 compounds, 0.18% hits; in the data active means activation above about 30%; further: 0% is about no effect
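Agonist-mode FDSS calcium read (Ex 480/Em 530, 1 s cycles) in 1536-well TRHR cells with fluo-8 dye, after 10-cycle baseline and 23 nL compound addition; TRH at EC20 (10 nM final) added afterwards for the enhancer phase.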
12-LOX inh = inhibitors of human 12S-lipoxygenase ALOX12; P18054; 580,000 compounds, 1.1% hits; purified 12hLO, xylenol orange hydroperoxide absorbance; Potency, µM (highest dose often 108 µM), without a hit: top-dose activity change, negative = inhibition, hits mostly inhibitors; further: potency means the concentration at half of the fitted maximal effect; on the % scale 0 is the no-effect control and ±100 the full control effect
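Purified human 12hLO (150 nM final) in 25 mM Hepes, 0.01% Triton X-100, pH 7.0 was preincubated 15 min at room temperature with compound. Then 40 uM arachidonic acid was added, 30 min. Hydroperoxide was read by Fe-XO absorbance ratio 573/405 nm.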
* marks the source's active call; other numbers are inactive results; i = inactive; ? = inconclusive; . = no result given; & = joins results of further samples; [ ] = remark or other dose. Unless noted, the call rests on the fitted dose curve; in most records, active means well fitted curve in the direction sought with a large enough effect; inconclusive means small, poorly fitted or top-dose-only effect, or another doubt; inactive means no such curve, though single readings can be large; an effect the other way counts as inactive or inconclusive.

SMILES | BLM inh | ERG-DNA inh | Pol iota inh | Pol beta inh | Apoferritin bind | APE1 inh | POLK inh | TRHR ag | 12-LOX inh
CCN1C(=O)C(=O)N(CC(=O)Nc2cc(C)ccc2C)C1=O | . | -6% | 18% | . | . | 13% | -7% | 0.1 | 11%
O=Cc1sc(=O)n(Cc2cccc(C(=O)O)c2)c1Cl | 4% | 50%[activator] | ? | 16% | 9% | 3% | -15% | 2.0 | -21%
Cc1nc(SCC(=O)c2ccc(F)c(F)c2)[nH]c(=O)c1Oc1ccc(F)cc1 | 4% | -3% | 61%[activator] | 10% | 3% | -5% | 4% | -0.8 | 28%
O=C(c1cccc(COCC(F)(F)C(F)F)c1)N1CCN(c2ccccc2)CC1 | -3% | 2% | -6%[58.9 µM] | 27% | -19% | 6% | -7% | 0.1 | -22%
CS(=O)(=O)N(CCc1ccccc1)CC(=O)Nc1ccc2c(c1)OCO2 | -13% | 0% | ? | ? | -8% | -3% | -12% | 0.2 | -25%
CCOc1ccc(C2C(C#N)=C(N)N3C(=C2C#N)Sc2ccccc23)cc1 (centres undefined) | -2% | 9% | 43%[activator] | 3% | -13% | -7% | -6% | 11 | .
CCOC(=O)c1ccc(NC(=S)NCC(O)c2ccccc2)cc1 (centres undefined) | -2% | . | -23% | 20% | ? | -4% | -37% | 1.5 | ?
Cc1cc(NS(=O)(=O)c2ccc(NC(=S)NCc3ccccc3)cc2)no1 | 1% | 4% | 2% | 8% | -3% | 4% | -3% | -0.1 | 45µM*
Cn1nc(C(C)(C)C)cc1C(=O)NNC(=O)c1ccccc1Cl | 0% | 3% | 172%[activator] | 0% | -4% | 6% | -3% | -0.2 | 13%
Cc1cnc(C(=O)OCC(=O)Nc2cccc(S(=O)(=O)N3CCOCC3)c2)cn1 | . | 2% | 12% | . | . | -10% | -10% | . | -3%
COC(=O)Cn1c(=NC(=O)CN2C(=O)CCC2=O)sc2cc(S(N)(=O)=O)ccc21 | 3% | ? | ? | 41% | -1% | -4% | 7% | -0.5 | -10%
CCOc1ccc(NC(=S)Nc2ccc(Br)cc2Cl)cc1 | -7% | -26% | 95%[activator] | -1% | ? | ? | -14% | -0.9 | ?
O=C1SCCN1N=Cc1ccc([N+](=O)[O-])o1 | . | -3% | ? | . | . | . | -13% | . | ?
COc1ccc2c(c1)CCC(C)N2C(=O)C(=O)c1c[nH]c2ccccc12 (centres undefined) | -3% | 3% | 19% | ? | -18% | -1% | -8% | 0.2 | 1%
CCCCCCCCCCCCCC[C@@H](O)[C@@H](O)[C@H](CO)NC(C)=O | -7% | . | . | . | 3% | -11% | -18%[12 µM] | . | .
CN(C)S(=O)(=O)c1cccc(NC(=O)CCCSc2ccccc2)c1 | -8% | -3% | 56%[activator] | 5% | 0% | -20% | -2% | -2.0 | -29%
CNC(=S)NNC(=O)c1ccccc1F | -4% | -7% | 16% | -1% | -2% | 1% | -1% | 0.4 | -6%
CCCNc1c(N)n(-c2ccccc2)c(=O)[nH]c1=O | -1% | -3% | -4% | -7% | -9% | -1% | -7% | 0.3 | 41%[activator]
COc1cc(Br)cc2cc(C(=O)N3CCOCC3)c(=O)oc12 | 1% | 2% | -26% | 20% | -15% | -5% | -16% | 0.8 | -6%
CC(C)Cc1ccc(C(C)C(=O)Nc2ncccn2)cc1 (centres undefined) | 2% | 16% | 48%[activator] | 18% | ? | 1% | 1% | 0.2 | -3%
COc1cc(/C=N/NC(=O)CNS(=O)(=O)c2ccc(C)cc2)cc(OC)c1OC | . | 5% | 9%[58.9 µM] | . | . | . | -12% | . | i
CC(=O)Nc1cccc(NC(=O)c2c(-c3ccccc3)noc2C)c1 | -1% | -3% | 10% | 1% | -13% | -2% | -8% | -0.2 | -21%
Cc1ccc(/C=C/C(=O)Nn2cnnc2)cc1 | -3% | 4% | 15% | 10% | 1% | 0% | -4% | -0.3 | 136%[activator]
CCCc1nnc(NC(=O)CN2CCOCC2)s1 | -1% | -3% | 13% | ? | -6% | -6% | -10% | 0.1 | 0%
O=C(COC(=O)Cc1ccc(F)cc1)NC1CCCCC1 | . | -9% | 17% | . | . | -9% | -4% | -0.5 | -6%
O=C(CCc1ccc(S(=O)(=O)NCc2ccccc2)cc1)NCc1cccnc1 | -1% | 0% | 30% | 40% | -12% | -4% | -2% | 0.6 | 6%
CC(C)c1ccc(NC(=O)c2sccc2-n2cccc2)cc1 | -15% | 9% | ? | -2% | ? | 28% | 6% | 0.3 | -14%
COc1ccc2oc(=O)c(-c3nnc(N)s3)cc2c1 | -9% | -7% | 34%[activator] | 10% | 263%[activator] | 16% | -17% | -1.5 | -14%
N=c1c(S(=O)(=O)c2ccc(F)cc2)cc2c(=O)n3ccccc3nc2n1CC1CCCO1 (centres undefined) | -6% | -13% | -14% | 7% | 26% | 29% | 16% | 0.1 | -13%
Nc1ncnc2c1ncn2[C@@H]1O[C@H](CNS(=O)(=O)C2CC2)[C@@H](O)[C@H]1O | . | 0% | 5% | . | . | 17% | 2% | . | 7%
CC(=O)Nc1ccc(NC(=O)CN2C(=O)CC(c3ccco3)Sc3ccccc32)cc1 (centres undefined) | -8% | -6% | ? | ? | -12% | . | -14% | -0.1 | ?
C/C(=N\NC(=O)c1cccs1)c1ccc2ccccc2c1 | -5% | -2% | -22% | 54% | 3% | -5% | -5% | 0.3 | ?
Cc1ccccc1C(OCCN(C)C)c1ccccc1 (centres undefined) | 3%&-11%&-4% | 2%&-2% | 7% | 0% | -8%&9%&-7% | ? | -12%[60.1 µM] | 0.7&0.8 | ?
COC(=O)CNC(=O)Cn1cnc2sc(C)c(S(=O)(=O)N3CCN(c4ccccc4OC)CC3)c2c1=O | -4% | -6% | 107%[activator] | 6% | -4% | 42% | -8% | 0.1 | -19%
O=C(CSc1nc2ccccc2[nH]1)Nc1c(F)c(F)c(F)c(F)c1F | -14% | 7% | 6% | ? | -2% | 24% | 11% | -1.4 | -14%
O=C(CNC(=O)c1ccccc1)OCCCOC(=O)CNC(=O)c1ccccc1 | 1% | 107%[activator] | 6% | 1% | -4% | 0% | -3% | 1.6 | 5%
CC1(CC(=O)N/N=C/c2ccc(-c3ccc(Cl)cc3)o2)OCCO1 | 5% | 4% | 7% | 11% | 6% | 2% | -15% | -0.4 | -3%
O=C1NCCN1Cc1ccccc1 | 0% | -2% | 8% | 37% | -6% | -4% | -10% | -0.7 | 9%
Cc1cccc(-n2nc3c(c2NC(=O)c2ccc(Br)o2)CSC3)c1 | -7% | -3% | -2% | 56µM* | ? | -2% | -20% | -0.4 | 12%
O=C(Cc1coc2cc(O)ccc12)N1CCN(S(=O)(=O)c2ccc(Br)cc2)CC1 | . | 16% | -23% | . | . | . | -16% | . | 166%[activator]
Cc1ccccc1-c1cnn(-c2cccc([N+](=O)[O-])c2)c1N | -10% | -2% | 3% | 6% | ? | 10% | -12% | -0.3 | -25%
Nc1ccc(C#Cc2ccc3oc4ccccc4c(=O)c3c2)cc1 | . | 5% | 2% | . | . | . | -11% | . | ?
CCCn1nnc(NC(=O)c2ccc3ccccc3c2)n1 | -5% | 6% | 90%[activator] | 19% | -12% | 1% | 0% | -0.1 | 10%
CCOC(=O)c1cnc2c(N=Nc3ccccc3)c(N)nn2c1N | -7% | -1% | 3% | 4% | -9% | -3% | -10% | -0.2 | 0%
COc1ccc(CNC(=O)COC(=O)C2(C)CC2(Cl)Cl)cc1 (centres undefined) | . | 1% | -4% | . | . | 9% | -7% | . | -10%
O=C1NC(c2ccccc2)=C(c2ccc3ccccc3n2)C(c2ccccc2)N1 (centres undefined) | -1% | -2% | -3% | ? | -2% | -12% | 0% | 0.6 | -30%
Cc1cccc(NC(=O)CCN2CCC(C)CC2)c1 | -1% | 1% | ? | -12% | -17% | -6% | -15% | 0.4 | -24%
Cc1cc(C)n(C(=O)CSc2ccc(Cl)cc2)n1 | -1% | 2% | 24% | 16% | -11% | 2% | -9% | 0.1 | 0%
CCCCNC(=O)c1cc2cccc([N+](=O)[O-])c2[nH]1 | -7% | 2% | 59%[activator] | 2% | ? | 7% | 1% | -1.0 | 151%[activator]
COc1cc(/C=C/C(=O)Nc2ccncc2)cc(OC)c1OC | -9% | -1% | -10% | 3% | 4% | -9% | -16% | -0.1 | -3%
Cc1ccc(CNC(=O)C2CCC(=O)N2CCc2ccccc2)cc1 (centres undefined) | -15% | -1% | 33%[activator] | 26% | -6% | 2% | -4% | -0.3 | -8%
Cc1cccc(Nc2nc(N)nc(CN3CCN(Cc4ccc5c(c4)OCO5)CC3)n2)c1 | -10% | -1% | 1% | 4% | -15% | -2% | -8% | 0.1 | 1%
O=C(Oc1nsnc1N1CCCCC1)N1CCOCC1 | -8% | 5% | -25% | 29% | 7% | 17% | -21% | 0.4 | 0%
Cc1noc(C)c1CSc1nc2ccccc2n1C | 1% | 40%[activator] | 4% | 1% | -14% | -5% | 1% | 0.4 | 0%
CCCc1[nH]nc2c1C(CCc1ccccc1)C(C#N)=C(N)O2 (centres undefined) | 2% | 2% | 4% | 11% | ? | -2% | -15% | 0.1 | -22%

Copied from the list:
CCCCNC(=O)c1cc2cccc([N+](=O)[O-])c2[nH]1 in Pol beta inh: 2%
CCCn1nnc(NC(=O)c2ccc3ccccc3c2)n1 in Pol beta inh: 19%

Random excerpt: two compounds from above
SMILES | BLM inh | ERG-DNA inh | Pol iota inh | Pol beta inh | Apoferritin bind | APE1 inh | POLK inh | TRHR ag | 12-LOX inh
Cc1cccc(NC(=O)CCN2CCC(C)CC2)c1 | -1% | 1% | ? | -12% | -17% | -6% | -15% | 0.4 | -24%
COc1ccc(CNC(=O)COC(=O)C2(C)CC2(Cl)Cl)cc1 (centres undefined) | . | 1% | -4% | . | . | 9% | -7% | . | -10%

An excerpt (hit frequency here may not be typical).
